AID inhibitor: inhibitors of human activation induced cytidine deaminase | Q9GZX7 | AID deamination FRET fluorescence, UDG-coupled, 4 h | Potency, µM (doses to about 115 µM), for the others: at the top dose activity change, negative = inhibition, actives largely listed as inhibitors | actives 0.32% (n = 91,000) | AID 1347428; note: nearly all actives have a fitted effect of over 25% in size
Target sequence (Q9GZX7 whole entry, looked up): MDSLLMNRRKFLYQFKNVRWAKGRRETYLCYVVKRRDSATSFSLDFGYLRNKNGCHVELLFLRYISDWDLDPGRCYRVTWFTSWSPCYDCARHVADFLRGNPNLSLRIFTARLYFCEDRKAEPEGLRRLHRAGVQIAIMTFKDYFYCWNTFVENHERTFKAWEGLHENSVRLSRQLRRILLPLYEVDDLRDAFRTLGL
UDG counterscr: blocks uracil-DNA glycosylase in AID counter-screen; FRET deamination/UDG coupled assay, UDG read, 4 h; Potency, µM (top dose mostly 115 µM), for inactives: top-dose activity change, negative = inhibition, actives largely listed as inhibitors; actives 0.14% (n = 91,000); note: nearly all actives have a fitted effect of over 65% in size
Numbers without * were called inactive; ? = inconclusive; & = joins results of further samples; [ ] = dose if it differs, or a comment. Calls come from the whole dose curve; as a rule, active = well fitted curve in the direction sought with a large enough effect; inconclusive = small, poorly fitted or top-dose-only effect, or another doubt; inactive = no such curve, though single readings can be large; an effect the other way counts as inactive or inconclusive. % is set by controls: 0 for no effect and ±100 for the full control effect; potency is the fitted concentration of half-maximal effect. An excerpt, so the mix of outcomes need not match the whole.

structure,UDG counterscr,AID inhibitor
CNC(=O)c1c(NC(=O)/C=C/c2ccccc2Cl)sc2c1CCC2,6%,5%
CSc1ccc(CCNC(=O)c2cc3c(-c4ccccc4F)nn(C)c3s2)cc1,4%,-6%
CCC(C)NCc1ccc(C)cc1 (configuration not stated),3%,-3%
CCOCc1cc(CN2CCN(c3ccccc3OC)CC2)c(O)c2ncccc12,2%,-10%
Cc1cc2[nH]c(=O)c(=O)[nH]c2cc1S(=O)(=O)N1CCN(c2cccc(C(F)(F)F)c2)CC1,-6%[57.5 µM],6%
CCOc1ccc(C2C(=O)N(C3CCCCC3)CC(=O)N2C2CCCC2)cc1OC (configuration not stated),6%[57.5 µM],6%
O=C(Nc1ccc2c(c1)CCC2)c1cc(-c2ccncc2)nc2ccc(Br)cc12,-5%,3%
O=C(Cc1cccs1)N(Cc1cccnc1)C1CC1,-13%,5%
CCOC(=O)c1ccccc1NC(=O)c1cnc(N2CCOCC2)c2ccccc12,0%,3%
COc1ccc(Oc2c(C)oc3cc(OC(=O)c4ccco4)ccc3c2=O)cc1,-3%,-14%
O=C(CCCn1c(=O)c2cccn2c2cccnc21)NCCc1ccc(Cl)cc1,4%,-17%
COc1ccc(NC(=O)C(=O)NCC(c2cccnc2)N2CCc3ccccc32)cc1OC (configuration not stated),19%,-25%
COC(=O)C(C)OC(=O)c1cc(C(C)C)nc2ccccc12 (configuration not stated),0%,-6%
CCn1c(C(=O)NC2CCN(CC(=O)NC(C)C)CC2)cc2ccccc21,-5%,-1%
O=C(CSc1nncn2c1cc1sccc12)Nc1ccc(Br)cc1F,11%,-12%
COc1ccc(CNC(=O)CCc2c(C)nn(-c3ccc(N4CCCC4)nn3)c2C)c(OC)c1,8%[57.5 µM],6%
O=C(Nc1c(N2CCCC2)c2ccccc2oc1=O)c1cccc(Cl)c1,-2%,-8%
Cc1cc(=O)oc2cc(OCC(=O)N3CCCc4ccccc43)ccc12,0%,-9%
COc1ccc(CNC(=O)c2ccc(-c3nc(CSc4ccc(C)cc4)c(C)o3)cc2)cc1OC,?,-17%
CCC(C(=O)Nc1cc(C)ccc1OC)n1nnc(C(=O)OC)c1C(=O)OC (configuration not stated),16%,4%
Cc1ccc2[nH]cc(CCNC(=O)c3ccc(F)cc3F)c2c1,-9%,-11%
CC(C)(C)C(=O)NCCCC(=O)NCc1cccnc1,-10%,-16%
CC1=C(c2ccc(C(C)C)cc2)S(=O)(=O)NC1=NC(C)C12CC3CC(CC(C3)C1)C2 (configuration not stated),4%,3%
O=S(=O)(Cc1ccccc1)c1ccc2ccccc2c1,-11%,-12%
CCc1ccc(CNC(=O)c2ccc3c(c2)nc2n3CCCCC2)cc1,-6%&-9%,-20%&-17%
Cc1ccc(NC(=O)c2cc3c(=O)[nH]c4ccccc4c3n2C)cc1F,11%,-5%
Cc1cc(C)c2oc(-c3cccc(NC(=O)c4cc5ccccc5o4)c3)nc2c1,-4%[57.5 µM],-5%[57.5 µM]
CCOc1ccc(S(=O)(=O)Nc2ccc3oc(C)c(C(=O)OC(C)C)c3c2)cc1,7%,-16%
CCc1cc(C(=O)O)c2c(c1)C(C)CC(C)(C)N2 (configuration not stated),-7%,-6%
CCc1ccc(C(=O)N(CC#N)C2CC2)cc1,-7%,-3%
CCN(c1cc(C)cc(C)c1)S(=O)(=O)c1nnc(NC(=O)c2ccccc2C)s1,5%,6%
CS(=O)(=O)c1ccccc1NC(=O)CNc1cc(Cl)ccc1N1CCCC1,0%,2%
Cc1ccc(S(=O)(=O)c2nc(-c3ccco3)oc2SC(C)C)cc1,?,5%
CCOC(=O)c1cccc(NC(=O)C2=C(C)C(=O)OC23CCCCC3)c1,0%,2%
CCN(CC(=O)NCc1ccc(Cl)cc1)C(=O)Cn1nc(C(=O)O)c2ccccc2c1=O,5%,-3%
O=C(NCc1ccccc1)c1ccc2c(c1)CCN2S(=O)(=O)c1ccccc1,-3%,-25%
CCCn1nc(C(=O)N2CCC(C(=O)OCC)CC2)c2ccccc2c1=O,6%,3%
Cc1ccc(-n2c(=O)c3ccc(C(=O)NCc4ccco4)cc3n(Cc3ccccc3Cl)c2=O)cc1,-1%,0%
Cc1ccc(S(=O)(=O)c2nc(S(=O)(=O)c3ccc(C)cc3)c(NCCCOC(C)C)s2)cc1,-16%,7%
CCOc1ccc(OCC)c(Nc2nc3ccc(C(=O)c4ccccc4)cc3n3cnnc23)c1,14%,-12%
N#Cc1ccccc1Sc1ccccc1C(=O)Nc1ccc2c(c1)CCC2,-9%,-8%
Cc1ccc(CNc2nc3nc(C)c(CCC(=O)Nc4cccc5ccccc45)c(=O)n3[nH]2)cc1,-2%,-1%
COc1ccc(CN(C(=O)Cc2coc3ccc(C)cc23)C2CCS(=O)(=O)C2)cc1 (configuration not stated),1%,-24%
Cc1ccc(-c2nnc(SCC(=O)NC(C)(C)C)nc2-c2ccc(C)cc2)cc1,1%,-12%
C=CCN(Cc1ccc(C#N)cc1)S(=O)(=O)c1cccs1,-3%,5%
N#CC(C(=O)CCC1CCCC1)C(=O)NCc1ccccc1 (configuration not stated),-1%,-24%
Cc1cc(C(F)(F)F)nc(SCC(=O)O)n1,-5%,2%
NC(=O)CN1CCCC(C(=O)O)C1 (configuration not stated),4%,2%
Cc1ccc(NC(=O)c2ccc(C3Nc4cc(C(F)(F)F)ccc4S(=O)(=O)N3)cc2)cc1C (configuration not stated),-4%,-2%
CCc1nonc1NC(=O)c1oc2ccc(Br)cc2c1C,?,-29%
O=C(COc1ccccc1Cl)OCc1cc(=O)n2nc(-c3cccs3)sc2n1,?,20%
Cc1ccc(OC(C)C(=O)Nc2ccc3oc(C)nc3c2)cc1 (configuration not stated),-16%,-2%
c1ccc(CC(CCNCc2ccco2)c2ccco2)cc1 (configuration not stated),-1%,-3%
CCOCCCNC(=S)NC1CC1,7%,1%
Cc1cccc(CN2CCN(S(=O)(=O)c3c(C)noc3C)CC2)c1,8%,-8%
CC(C)C(=O)NC(Nc1ccccc1C(F)(F)F)C(Cl)(Cl)Cl (configuration not stated),-3%,-12%
Cc1cccc(CCn2c(=O)c3ccccc3n(Cc3cccc(F)c3)c2=O)c1,-1%,-4%
Cc1ccc(C(=O)N2CCCCC2)cc1NC(=O)c1nsc2ccccc12,4%,-24%
CCc1cc(=O)n(CC(=O)N2CCCCC2C)c(-c2ccccc2)n1 (configuration not stated),-15%,-13%
Cc1cccc(C)c1NC(=O)CN1C(=O)c2ccccc2Sc2ncccc21,3%,8%

Additional records
structure,UDG counterscr,AID inhibitor
CCOc1ccc(C(=O)NCc2nc(-c3ccc(Cl)cc3)no2)cc1OCC,-12%[57.5 µM],3%[57.5 µM]
O=C(CSc1ccc2ccccc2n1)Nc1ccc2c(c1)CCC2,2%,1%
CCCCCCCCCC(=O)Nc1c(C)cc(C)cc1C,5%,5%
CCc1nc(C)cn1S(=O)(=O)c1ccc(Cl)c(Cl)c1OC,-14%,?
C[C@]12CC[C@@H]3c4ccc(O)cc4C[C@@H](CCCCCCCCCS(=O)CCCC(F)(F)C(F)(F)F)[C@H]3[C@@H]1CC[C@@H]2O (some centres not stated),1%,-6%
COc1cc(/C=C(\C#N)c2ccc(F)cc2)ccc1OCc1ccccc1,-4%,-7%
CC(SC1CCCC1)C(=O)Nc1cccc(Cl)c1 (configuration not stated),3%,1%
CCCNC(=O)c1ccc(Cn2c(SCC(=O)NC(C)C)nc3ccccc3c2=O)cc1,-2%,24%
COc1ccc(-c2cc(C(F)(F)F)nc(SCC(=O)Nc3ccc(C(C)=O)cc3)n2)cc1,2%,10%
COc1ccc(C2=NS(=O)(=O)N(C)C(C(=O)N3CCN(c4ccc(F)cc4)CC3)=C2)cc1,-4%,0%
CCc1ccc(CCC(=O)NCc2cccnc2)cc1,5%,3%
O=C(NC1CCCC1)c1ccc(CSc2nc3ccncc3n2Cc2cccc(F)c2)cc1,-9%,?
O=C1CC(c2ccc(Cl)cc2)c2cc3c(cc2N1)OCCO3 (configuration not stated),-12%,?
Cc1cc(C)n(-c2nnc(Nc3ccc(C(C)C)cc3)c3ccccc23)n1,-24%,-24%
COc1ccc(CNCc2c(C(=O)O)c(C)n(Cc3ccccc3C)c2C)c(OC)c1,0%,-7%
O=C1Cc2cc(-c3csc(NC4CCCCC4)n3)cc3c2N1CCC3,?,3%
CC(C)(C)NC(=O)c1oc2ccccc2c1NC(=O)c1ccc(F)cc1,12%,16%
COc1ccccc1N(CC(=O)Nc1ccccc1C(F)(F)F)S(=O)(=O)c1ccc(C)cc1,-1%,-7%
OCc1cccc(Nc2nc(-c3ccsc3)nc3ccccc23)c1,0%,-5%
CCOc1ccc(NC(=O)Cn2cc(C(=O)c3ccc(C)cc3)c(=O)c3cc4c(cc32)OCCO4)cc1,0%,2%

Part of the list above, with values under each structure:
Below each compound: UDG counterscr | AID inhibitor
> COc1ccc(-c2cc(C(F)(F)F)nc(SCC(=O)Nc3ccc(C(C)=O)cc3)n2)cc1
→ 2% | 10%
> O=C1Cc2cc(-c3csc(NC4CCCCC4)n3)cc3c2N1CCC3
→ ? | 3%

The list goes on.
structure,UDG counterscr,AID inhibitor
O=C(COc1cc(O)c2c(=O)cc(-c3ccccc3)oc2c1)NCC(O)CO (configuration not stated),-7%,-10%
COc1ccc2oc(=O)c(-c3ccc(OCC(=O)N4CCN(C=O)CC4)cc3)cc2c1,-1%,-10%
CSC(=S)N/N=C1/CCc2ccccc21,6%,16%
CCOC(=O)c1cc(C)n(CC2CCC(C(=O)Nc3cccc(Cl)c3)CC2)c1C (configuration not stated),-5%,-7%
CCCCOc1ccc(C(=O)NC(=S)NCCCO)cc1Br,1%,-4%
CCCSc1ncc(Cl)c(C(=O)Nc2nc3ccc(C)cc3s2)n1,-2%,0%
Cn1cc(S(=O)(=O)N2CCCCCC2)cc1C(=O)NCc1ccc(Cl)cc1,-2%,14%
COc1ccc(NC(=O)c2oc3ccccc3c2NC(=O)c2cc(=O)c3ccccc3o2)cc1,-4%,-3%
CCOC(=O)c1noc2ncn(CC(=O)Nc3cc(Cl)ccc3OC)c(=O)c12,4%,2%
CC(C)(C)c1ccc(C(=O)NCCN2CCCC2)cc1,1%,12%
Cc1ccc(-c2nc3cc(NC(=O)COc4ccc([N+](=O)[O-])cc4)ccc3o2)cc1C,3%,10%
COC(=O)Cn1c(=O)c2c(nc(-n3nc(C)cc3C)n2Cc2cccc(C)c2)n(C)c1=O,2%,1%
CC(C)c1ccc(CNCC(O)c2ccccc2)cc1 (configuration not stated),-4%,-3%
O=C(Nc1ccc2c(c1)CCC2)C(Cc1ccccc1)n1cnnn1 (configuration not stated),-4%,5%
Brc1cccc(CNCc2ccc(Cn3cncn3)cc2)c1,5%,0%
CC(C)C12CN3CC(C(C)C)(CN(C1)C3c1ccc(Cl)cc1)C2=O (configuration not stated),?,4%
O=C(NCC(c1ccco1)N1CCOCC1)c1cc(=O)c2cc(Br)ccc2o1 (configuration not stated),6%,5%
COc1ccc(OCc2ccc(-c3nc(C#N)c(NC(C)c4ccccc4)o3)o2)cc1 (configuration not stated),-7%,6%
CN1C(C(=O)Nc2ccc(F)cc2F)=CC(c2ccc3c(c2)OCO3)=NS1(=O)=O,-5%,5%
Cc1ccc(N2C(=O)CSC23C(=O)Nc2ccccc23)cc1F (configuration not stated),6%,10%
COc1cc(NC(=O)C2CCN(S(=O)(=O)c3ccc4c(c3)CCCC(=O)N4)CC2)cc(OC)c1,11%,29%
Cc1ccn2cc(-c3c(-c4ccccc4Cl)n(C)c(=O)n(C)c3=O)nc2c1,-1%,-4%
Cn1cc(C(=O)NCc2ccccc2)c(=O)c2cc(S(=O)(=O)N3CCOCC3)ccc21,-11%[57.5 µM],-11%[57.5 µM]
COC(=O)CN1C(=O)C(O)(c2c(C)[nH]c3ccccc23)c2ccccc21 (configuration not stated),-6%,2%
COc1ccc2oc(=O)cc(CN(C)Cc3ccc(C)cc3)c2c1,7%,-9%
Cc1nn(-c2ccc3nncn3n2)c2c1C(c1ccccc1)CC(=O)N2 (configuration not stated),8%,-2%
O=C(c1csc(Nc2cccc3ccccc23)n1)N1CCc2ccccc2C1,-14%,?
Cc1nn(-c2cc(N3CCN(C(=O)c4ccc(F)cc4)CC3)ccc2[N+](=O)[O-])c(=O)c2ccccc12,-5%,-8%
Cc1ccc(C)c(Cn2c(C(C)NC(=O)c3ccc(F)cc3)nc3ccccc32)c1 (configuration not stated),1%[57.5 µM],-11%
O=C(O)CSc1ccc(Br)cc1,-23%,-4%
CCOCCn1c(N(C)Cc2ccccc2)nc2c1c(=O)[nH]c(=O)n2C,-9%,-7%
CCOCCn1c(SCc2c(F)cccc2Cl)nc2c1c(=O)[nH]c(=O)n2C,-6%,-14%
Cc1cccc(C)c1OCC(=O)NC(Cc1c[nH]c2ccccc12)C(=O)O (configuration not stated),26%,19%
O=C(Nc1cccc(NC(=O)c2ccccc2Cl)c1)c1cccc(Br)c1,-17%,-11%

Single values from above.
Cc1nn(-c2cc(N3CCN(C(=O)c4ccc(F)cc4)CC3)ccc2[N+](=O)[O-])c(=O)c2ccccc12 in UDG counterscr = -5%
O=C(c1csc(Nc2cccc3ccccc23)n1)N1CCc2ccccc2C1 in UDG counterscr = -14%
Cc1ccc(C)c(Cn2c(C(C)NC(=O)c3ccc(F)cc3)nc3ccccc32)c1 (configuration not stated) in AID inhibitor = -11%
CCOCCn1c(SCc2c(F)cccc2Cl)nc2c1c(=O)[nH]c(=O)n2C in AID inhibitor = -14%
COc1cc(NC(=O)C2CCN(S(=O)(=O)c3ccc4c(c3)CCCC(=O)N4)CC2)cc(OC)c1 in AID inhibitor = 29%

Screening results from PubChem BioAssay.
